Bioassay records from PubChem BioAssay.
PLAP act – activators of human placental alkaline phosphatase; P05187; purified PLAP enzyme, luminescent substrate read-out; stronger effect = higher value; activation fold at 20 µM; hit rate 1.2% among 96,000; in the data active = activation fold above about 2
ERb coact inh – ER-beta (human) coactivator binding inhibition | Q92731 | TR-FRET ER-beta LBD / SRC1-Cy5 peptide binding; receptor agonist-loaded with 1 µM estradiol | inhibition, % at 25.6 µM | hit rate 1.3% among 86,000 | AID 633;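 active = compounds whose percent inhibition of the receptor-coactivator binding signal exceeds about 50% in the single-dose screen, limit read from the data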;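 also: 0% = receptor plus peptide wells without compound and 100% = peptide-only wells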
ERa SRC1 pot – ER-alpha (human) coactivator binding potentiation | P03372 | TR-FRET ERalpha-LBD/SRC-Cy5 coactivator binding, 2 h; 100 = basal binding, no effect | coactivator binding (% of control), % at 25.6 µM | hit rate 1.3% among 86,000 | AID 639; in the data active = activity above about 200%;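 also: binding measured in presence of low estradiol as agonist stimulus; 0% = peptide alone without receptor and 100% = receptor with peptide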
Ecoli WT expand – blocks growth of wild type E. coli BW25113 | OD600 absorbance | growth inhibition, % at 100 µM | hit rate 0.15% among 98,000 | AID 710;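 active = growth inhibition above about 50% at one test dose, limit read from the data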;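 also: growth measured after 20 h incubation at 37 °C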
CD11b adhes enh – increases human CD11b/CD18 adhesion to fibrinogen. P05107+P11215. K562 CD11b/CD18 adhesion to fibrinogen, ATPlite luminescence. activation, % at 10 µM. hit rate 0.07% among 93,000;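 active = 10 µM primary screen giving 50% or more activity, confirmed by 40% or more on retest at that dose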; also: strong numbers were not always called active; reference of the scale not given here
Target sequence (P05107 whole entry, looked up, other chains not shown): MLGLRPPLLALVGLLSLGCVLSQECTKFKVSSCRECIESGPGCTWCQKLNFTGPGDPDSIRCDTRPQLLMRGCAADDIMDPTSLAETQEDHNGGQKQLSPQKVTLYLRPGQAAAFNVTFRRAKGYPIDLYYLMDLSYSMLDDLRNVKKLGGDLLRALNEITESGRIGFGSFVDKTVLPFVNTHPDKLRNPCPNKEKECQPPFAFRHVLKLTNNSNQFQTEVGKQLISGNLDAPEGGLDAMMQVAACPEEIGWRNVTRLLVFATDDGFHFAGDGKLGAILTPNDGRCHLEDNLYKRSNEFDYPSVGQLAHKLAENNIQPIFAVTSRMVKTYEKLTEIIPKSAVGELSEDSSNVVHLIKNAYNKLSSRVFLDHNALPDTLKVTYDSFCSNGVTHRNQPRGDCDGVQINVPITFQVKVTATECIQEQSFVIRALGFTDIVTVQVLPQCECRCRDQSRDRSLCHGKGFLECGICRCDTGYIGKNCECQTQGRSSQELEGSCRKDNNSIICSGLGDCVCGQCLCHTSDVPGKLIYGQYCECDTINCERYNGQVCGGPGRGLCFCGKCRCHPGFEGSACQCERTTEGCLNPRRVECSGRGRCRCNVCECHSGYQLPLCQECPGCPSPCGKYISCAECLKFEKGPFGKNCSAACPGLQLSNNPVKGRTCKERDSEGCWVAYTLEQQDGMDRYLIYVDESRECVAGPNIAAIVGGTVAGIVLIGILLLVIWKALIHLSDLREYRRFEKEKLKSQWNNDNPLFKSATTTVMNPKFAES
Mac1 fbg inh – inhibitors of human CD11b/CD18 binding to fibrinogen. inhibition, % at 10 µM. hit rate 0.54% among 93,000. K562 CD11b/CD18 adhesion to fibrinogen, ATPlite luminescence; Mn2+ added to activate the integrin. AID 1497. P05107+P11215;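 active = primary inhibition of 50% or more at 10 µM, then 40% or more on retest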; also: some results filed as inactive read as strong as hits
FAK inh – blocks human focal adhesion kinase activity; hit rate 0.84% among 97,000; inhibition, %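 (tested at 7 µM)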; Q05397; biochemical FAK kinase activity assay; in the data active = inhibition above about 19%;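 also: 0% = DMSO and 100% = reference compound high control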
MT1-MMP txn act – MT1-MMP promoter transcription activation; activation factor at 10 µM; hit rate 0.16% among 86,000; HT1080 MT1-MMP promoter luciferase reporter, luminescence, overnight; stronger effect = higher value;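 active = activation factor of at least 2 for MT1-MMP transcription at 10 µM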
ERa coact inh – ER-alpha (human) coactivator binding inhibition; P03372; TR-FRET ER-alpha LBD / SRC-1 peptide, estradiol-bound; inhibition, % at 25.6 µM; hit rate 1.7% among 86,000; AID 629; in the data active = inhibition above about 50%;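 also: 0% = receptor plus peptide control and 100% = peptide only without receptor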
* marks the source's active call; other numbers are inactive results; . = not tested or not shown; [ ] = remark or other dose.

The first 2 compounds (preview)
smiles	Mac1 fbg inh	FAK inh	CD11b adhes enh	MT1-MMP txn act	ERa SRC1 pot	ERb coact inh	ERa coact inh	PLAP act	Ecoli WT expand
O=C(Cn1nc(-c2ccc3c(c2)OCCO3)ccc1=O)Nc1ccc(N2CCOCC2)cc1	-6.5	-1.3	-2.4	1	.	.	.	1.4	.
Cc1cccc(-n2c(O)c(C=Nc3ccccc3N)c(=O)[nH]c2=O)c1	3.5	3.0	-6.9	1.2	115.6	-1.5	-1.5	1.4	2.0

The whole of this part, repeating the preview:
smiles	Mac1 fbg inh	FAK inh	CD11b adhes enh	MT1-MMP txn act	ERa SRC1 pot	ERb coact inh	ERa coact inh	PLAP act	Ecoli WT expand
O=C(Cn1nc(-c2ccc3c(c2)OCCO3)ccc1=O)Nc1ccc(N2CCOCC2)cc1	-6.5	-1.3	-2.4	1	.	.	.	1.4	.
Cc1cccc(-n2c(O)c(C=Nc3ccccc3N)c(=O)[nH]c2=O)c1	3.5	3.0	-6.9	1.2	115.6	-1.5	-1.5	1.4	2.0
CC(C)NC(=O)CSc1nc(Cc2cccs2)nc2ccccc12	-38.1	3.3	-1.1	.	.	.	.	0.8	4.0
N#Cc1cnn(-c2nc(SCc3ccccc3)nc3sc4c(c23)CCCC4)c1N	-3.4	1.4	-5.3	1.3	148.3	-5.5	-6.4	0.9	-8.0
O=c1c2[nH]c3ccc(F)cc3c2ncn1CCN1CCN(Cc2ccccc2)CC1	2.0	.	-4.9	1	115.8	5.4	-2.9	1	0.0
Clc1ccc(OCc2cnc(Cl)s2)cc1	29.0	1.0	0.1	.	.	.	.	1	12.0
CCn1c(CNC(=O)c2cccc(C)c2)nc2ccccc21	-15.4	-0.3	0.6	1.1	135.4	1.8	-8.4	0.9	8.0
CCCCc1cc(=O)oc2cc(C)c(CN3CCCC3)c(O)c12	20.9	20.8*	1.9	1.2	69.2[fluorescence artefact?]	16.3	46.5	1.3	-2.0
CC(=O)c1cc(F)c(N2CCN(C(=O)COc3ccccc3F)CC2)cc1C	.	0.5	.	1.1	108.2	-3.6	-11.8	.	.
COc1cccc(-n2nnc3c(=O)n(CC(=O)N4CCC(C)CC4)cnc32)c1	.	-1.5	.	1.1	113.4	-21.6[fluorescence artefact?]	-13.2	.	.
CCC(C)[C@H](NC(=O)Nc1ccc2c(c1)OCCO2)C(=O)O (stereo partly specified)	14.9	-0.4	-5.4	1.2	117.6	-2.3	-12.2	1	-1.0
COC(=O)/C=C1\C(=O)N(c2nc3ccccc3s2)C(=S)N1c1ccc(F)cc1	4.3	-0.5	0.3	1.3	99.6	-15.6	-6.6	0.9	-16.0
CCCCSc1cnn(-c2ccccc2)c(=O)c1SCCCC	.	0.6	.	1.4	202.0*	25.9[fluorescence artefact?]	13.4[fluorescence artefact?]	.	.
Cn1nnc(NCc2cc(Br)ccc2OCc2cccs2)n1	-14.1	0.4	4.2	1.2	115.7	5.0	-5.0	0.8	-2.0
COc1ccc(OC)c(C2SCCN2S(=O)(=O)c2cccc(C(F)(F)F)c2)c1 (stereo unspecified)	0.1	-6.1	-3.8	0.9	108.6	1.4	-8.9	1.1	-24.0
COC(=O)c1cn(NC(=O)c2ccncc2)c(=O)c2ccccc12	-6.0	.	-4.0	1.1	125.6	-0.9[fluorescence artefact?]	-4.3	1	-4.0
CCOC(=O)C(O)(CC(=O)c1ccc(OC)cc1)C(F)(F)F (stereo unspecified)	.	0.1	.	1	95.6	-10.9	-4.0[fluorescence artefact?]	.	.
N=c1ccccn1CC(O)COc1ccccc1 (stereo unspecified)	-14.8	.	-1.8	1.2	97.2	-6.5	0.8	0.6	-8.0
O=C(Oc1cccc2ccccc12)c1ccco1	-10.5	1.5	1.0	1.1	96.6[fluorescence artefact?]	-2.1[fluorescence artefact?]	3.7[fluorescence artefact?]	1	8.0
CC(C)OP(C)(=O)CN1CCN(CP(C)(=O)OC(C)C)CC1 (stereo unspecified)	-2.1	6.9	-1.2	1	128.8	4.8	-3.1	1.1	-2.0
COc1c2c(nc3ccccc13)OC(C(C)(O)CO)C2 (stereo unspecified)	-12.5	-1.4	-0.8	1.1	107.5	-10.8	-0.9[fluorescence artefact?]	0.9	4.0
Cc1cc(NC(=O)COC(=O)C2CCN(S(=O)(=O)c3c(Cl)cccc3Cl)CC2)no1	3.2	2.1	-3.4	1.2	78.3	-3.7	-1.8	0.8	4.0
OC(COC(c1ccc(Cl)cc1)c1ccc(Cl)cc1)CN1CCCC1 (stereo unspecified)	5.2	4.0	-7.1	1.2	78.9	-9.6	1.9	1.5	25.0
c1ccc(-c2nnc(CN3CCCc4ccccc43)o2)cc1	12.2	2.0	1.3	1.5	95.8	0.9[fluorescence artefact?]	1.4[fluorescence artefact?]	1.6	-1.0
CN1C(=O)/C(=C2\SC(=S)N(C(CCC(=O)O)C(=O)O)C2=O)c2ccccc21 (stereo unspecified)	-3.1	2.1	-1.4	1.2	106.0	-23.6[fluorescence artefact?]	-9.4[fluorescence artefact?]	0.9	7.0
COC(=O)c1cn(NC(=O)C2COc3ccccc3O2)c(=O)c2ccccc12 (stereo unspecified)	.	-0.8	.	1.2	98.2	-11.5	-9.4	1.3	2.0
N=c1c2c(n(Cc3ccc(Cl)cc3)c3c1CCC3)CCC2	-12.3	6.7	-2.5	1	107.0[fluorescence artefact?]	-1.5	-9.6	0.7	22.0
COc1cc2nc(-c3cccs3)oc(=O)c2cc1OC	.	2.2	.	.	160.3[fluorescence artefact?]	-20.8[fluorescence artefact?]	-9.8	.	.
Cc1cc(NC(=O)Nc2ccccc2)n(-c2ccccc2)n1	1.6	-1.4	-1.9	1.1	109.7	-4.6	-2.6	1.1	1.0
Cc1sc(-c2ccncc2)nc1OC(=O)c1ccccc1	-19.3	-3.4	-1.6	1.1	108.2	15.8	-1.6	1.3	7.0
CCn1c(CNC(=O)c2ccco2)nnc1SCC(=O)Nc1ccc(Br)cc1F	.	-0.5	.	1.2	97.0	-2.3	-2.6	.	.
Cc1cc(Cl)ccc1OCC(=O)NCCC(=O)O	-7.8	-1.4	4.9	1.2	107.8	-4.1	-1.9	1	4.0
Cc1nc2sc3c(c2c(=O)o1)CC(C)(C)OC3	-28.0	0.0	-5.6	1.2	106.6	-8.2	-5.5	0.9	4.0
COc1ccc(CCNS(=O)(=O)c2cccc(C(=O)O)c2)cc1OC	11.0	1.9	-1.7	1.1	116.3	-6.2[fluorescence artefact?]	-13.1	1.1	-5.0
CC(C)CCN(C)C1CCN(S(=O)(=O)c2ccc(F)cc2)CC1	-12.5	-2.7	3.1	1	106.0	-10.6[fluorescence artefact?]	-7.9	1.4	0.0
O=C(CN1CCN(Cc2ccc3c(c2)OCO3)CC1)c1c[nH]c2ccccc12	-5.0	-4.2	-5.0	.	.	.	.	1	11.0
Cc1cc(-n2nc(C)cc2C)nc(NS(=O)(=O)c2ccccc2Cl)n1	0.3	-1.6	-4.6	1	96.0[fluorescence artefact?]	-8.1	0.5	1.5	-1.0
CCOC(=O)c1c(N)sc2c1CCC(C)C2 (stereo unspecified)	0.0	1.9	-3.6	1	85.2	6.5	9.2	1	18.0
Cc1nnc(SCCn2c(N3CCCCC3)nc3c2c(=O)[nH]c(=O)n3C)s1	.	.	.	1.1	105.0	-0.2[fluorescence artefact?]	17.0[fluorescence artefact?]	.	.
FC(F)(F)c1nnc(-c2ccccc2)nc1N1CCOCC1	-17.5	0.1	-0.9	.	.	.	.	1.2	-8.0

Reprinted from the part before: two entries, then new ones.
smiles	Mac1 fbg inh	FAK inh	CD11b adhes enh	MT1-MMP txn act	ERa SRC1 pot	ERb coact inh	ERa coact inh	PLAP act	Ecoli WT expand
Cc1nnc(SCCn2c(N3CCCCC3)nc3c2c(=O)[nH]c(=O)n3C)s1	.	.	.	1.1	105.0	-0.2[fluorescence artefact?]	17.0[fluorescence artefact?]	.	.
FC(F)(F)c1nnc(-c2ccccc2)nc1N1CCOCC1	-17.5	0.1	-0.9	.	.	.	.	1.2	-8.0
CCC(=O)N1CCCc2cc(S(=O)(=O)N3CCN(c4ccccn4)CC3)ccc21	5.2	.	0.6	1.3	87.3	-2.2	24.5[fluorescence artefact?]	1.6	-14.0
Cc1cccc(NC(=O)c2sc3nc4c(c(-c5ccco5)c3c2N)CCC4)c1	-6.1	7.7	-5.9	1	104.4[fluorescence artefact?]	18.9	2.2	1.3	-7.0
CCOC(=O)c1c(CN(C)C)oc2cc(CN(C)C)c(O)c(CSc3ccccc3)c12	65.9	-0.1	-5.7	1.1	121.3	1.1	-2.4	1.7	2.0
CCOC(=O)C1CCCN(C(=O)c2ccco2)C1 (stereo unspecified)	-14.2	-2.4	-3.2	1	121.1	-1.4	-1.4	1.2	-4.0
C=CCn1c(SCC(=O)Nc2nccs2)nnc1-c1cc2cccc(OC)c2o1	19.0	-2.7	46.0	1.1	107.2[fluorescence artefact?]	21.0	8.9[fluorescence artefact?]	1.1	-8.0
CCC(=O)N1CCc2cc(S(=O)(=O)CCC(=O)Nc3cccc(F)c3)ccc21	-15.8	0.5	1.1	1.2	135.0	-2.8	4.4	0.9	5.0
COC(=O)[C@H](C)NC(=O)NC(C)CCc1ccccc1 (stereo partly specified)	6.1	-2.3	-2.9	1.1	105.0	-6.1	-6.0	0.8	10.0
O=C(CSc1nccc(=O)[nH]1)N1CCCc2ccccc21	-4.1	-1.2	-0.7	1.1	87.2	14.8	10.8	1.3	1.0
Cc1noc(C)c1C(=O)OCC(=O)NCCc1ccc(Cl)cc1	2.4	-3.2	-3.7	1.1	121.2	1.5	0.3	1	-7.0
COc1ccc(CNC(=O)C(c2cccs2)N(Cc2ccco2)C(=O)Cc2cccs2)cc1 (stereo unspecified)	.	3.5	.	1.2	102.6	2.9[fluorescence artefact?]	-0.4	.	.
CCOc1ccc(NC(=O)N(C2CCCCC2)C(C)c2ccncc2)cc1 (stereo unspecified)	.	-0.8	.	1.2	.	.	.	1.6	-3.0
O=C(CSc1nnc(Cc2ccccc2)n1Cc1ccco1)NC12CC3CC(CC(C3)C1)C2	9.0	1.9	35.4	1	93.1	10.0	7.6	1.7	-9.0
CN(C)c1nc(SCC#N)nc(N2CCOCC2)n1	.	-13.3	.	1	93.0	-4.9	-2.0	1.1	-1.0
COc1cc(/C=C/C2=NC(=O)C(C)(C)O2)ccc1O	-7.1	0.4	0.8	1.3	105.1	-6.8	-5.6	0.8	-6.0
CCOc1ccc(C(=O)COc2ccc(NC(C)=O)cc2)cc1	-0.4	4.2	-4.9	1.2	84.7	-5.8	-0.5	1.7	3.0
